# NOD2-RIPK2 inh: inhibitors of human NOD2-RIPK2 interaction | inhibition, % at 4.98 µM | actives 0.38% (n = 360,000) | CHO BLA complementation NOD2-RIPK2, CCF4 ratio | O43353; in the data active = inhibition above about 21%;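 note: 0% = vehicle only and 100% = reference blocker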
# Target sequence (O43353 whole entry, looked up): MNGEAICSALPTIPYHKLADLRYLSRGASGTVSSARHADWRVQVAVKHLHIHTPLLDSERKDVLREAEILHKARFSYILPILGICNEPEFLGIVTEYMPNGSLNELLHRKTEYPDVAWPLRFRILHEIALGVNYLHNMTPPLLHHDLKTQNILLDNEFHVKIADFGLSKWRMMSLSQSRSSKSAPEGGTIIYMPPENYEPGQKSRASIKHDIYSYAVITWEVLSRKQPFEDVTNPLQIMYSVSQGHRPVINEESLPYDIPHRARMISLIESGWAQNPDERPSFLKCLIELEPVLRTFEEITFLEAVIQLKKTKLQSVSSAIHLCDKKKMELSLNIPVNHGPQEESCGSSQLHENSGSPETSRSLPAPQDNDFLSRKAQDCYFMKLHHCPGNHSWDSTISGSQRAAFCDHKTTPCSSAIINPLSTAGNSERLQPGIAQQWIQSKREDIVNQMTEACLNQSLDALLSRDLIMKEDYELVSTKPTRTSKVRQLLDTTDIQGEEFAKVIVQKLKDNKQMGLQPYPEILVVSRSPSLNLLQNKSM
# Granule exo inh: blocks lytic granule exocytosis. inhibition, % at 10 µM. AID 651702. actives 0.66% (n = 360,000). TALL-104 LAMP-1 surface exposure, flow cytometry; cells stimulated with thapsigargin and PMA;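 active = inhibition above about 55%, limit read from the data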
# ABCB6 inh 2: human ABCB6 transporter inhibition; Q9NP58; K562-ABCB6 porphyrin accumulation, flow cytometry, 1 h; stronger effect = lower value; fluorescence ratio to DMSO, % at 10 µM; actives 0.19% (n = 360,000);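 active = fluorescence ratio to DMSO below 75%, the collection mean minus 3 SD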;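 note: signal is porphyrin accumulated inside mitochondria; 100% equals median channel fluorescence of DMSO control wells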
# TLR9-MyD88 block: inhibitors of human TLR9-MyD88 binding; inhibition, % at 4.98 µM; Q9NR96+Q99836; AID 504734; CHO BLA complementation TLR9-MyD88, CCF4 FRET ratio; actives 0.21% (n = 340,000);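 active = inhibition above the mean over all tested compounds plus 3 SD, cut at about 21% in these data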;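 note: 0% = DMSO only wells and 100% = clavulanate BLA inhibitor control wells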
# aDG glyco act: increases alpha dystroglycan glycosylation | Pro5-aDG cells, alpha-DG glycosylation AlphaScreen (IIH6); 0% Pro5, 100% B10-LARGE cell signal | activation, % at 10 µM | actives 0.22% (n = 360,000);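 active = activation of at least 8% versus controls, or a plate z-score of at least 8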;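 note: Pro5 are CHO cells carrying HIG-tagged alpha-DG that lacks glycosylation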
# MC4R barr agon: agonists of human melanocortin 4 receptor (MC4R) beta-arrestin. actives 0.98% (n = 360,000). AID 540308. U2OS MC4R beta-arrestin complementation, luminescence; percent of melanotan II response, DMSO zero. activation, % at 8.9 µM;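 active = activation above a per-plate cutoff, the mean activation of sample wells on that plate plus 3 SD, cut at about 8% in these data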
# Target sequence (P32245 whole entry, looked up): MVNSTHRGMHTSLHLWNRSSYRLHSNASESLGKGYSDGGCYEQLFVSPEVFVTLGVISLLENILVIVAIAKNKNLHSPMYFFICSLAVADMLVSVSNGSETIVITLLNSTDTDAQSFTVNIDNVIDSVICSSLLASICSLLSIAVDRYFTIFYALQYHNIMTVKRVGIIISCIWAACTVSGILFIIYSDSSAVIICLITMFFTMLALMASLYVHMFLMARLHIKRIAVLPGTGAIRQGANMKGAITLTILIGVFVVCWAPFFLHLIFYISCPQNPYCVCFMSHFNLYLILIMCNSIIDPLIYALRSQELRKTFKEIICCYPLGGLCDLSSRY
# MC4R antagonist: antagonists of human melanocortin 4 receptor (MC4R) | actives 0.48% (n = 360,000) | inhibition, % at 6.5 µM | MC4R-expressing cells, MTII-stimulated cAMP, LANCE TR-FRET | P32245;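 active = inhibition above its plate's cutoff, the mean of tested wells on that plate plus 3 SD, cut at about 29% in these data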;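 note: 0% = Melanotan II alone and 100% = Melanotan II plus saturating MCL0020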
#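 System: U2OS cells stably expressing human melanocortin 4 receptor (MC4R). Reagent: Melanotan II challenge after compound preincubation. Doses: 6.5 µM. Times: 30-min compound, 1-h challenge, 1-h detection, room temperature. Measured by: TR-FRET with Eu-cAMP and labeled anti-cAMP, 671 nm. Replicates: singlicate.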
# Vif imaging: inhibitors of HIV Vif. inhibition, % at 7.49 µM. AID 602346. actives 0.35% (n = 340,000). HEK293T cells, Vif self-association by quenched fluorescence, imaging, 24 h; in the data active = inhibition above about 50%, passing the limit was not always enough; note: some results filed as inactive read as strong as hits
# ABHD5-PLIN5 inh: ABHD5-PLIN5 protein interaction inhibition; inhibition, % at 4 µM; Q00G26+Q8WTS1; Split G. princeps luciferase complementation, luminescence, 4 h; actives 0.78% (n = 360,000);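 active = inhibition above the mean inhibition across every tested compound plus 3 SD, cut at about 22% in these data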;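 note: 0% = DMSO only wells and the 100% control is not disclosed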
# N-glyco inh: blocks N-linked glycosylation in D54 reporter cells; D54 ERlucT glycosylation luciferase reporter, 24 h; percent of 100 nM tunicamycin response; reporter increase, % at 12.5 µM; actives 0.23% (n = 360,000); AID 588692;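 active = mean luciferase reporter signal, scaled so untreated is 0 and the glycosylation-blocking control 100, at or above a set limit in every replicate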;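 note: luciferase carries N-glycosylation sites so blocking glycosylation raises the light; 0% = median of neutral control wells and 100% = median of 100 nM tunicamycin wells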
# The depositor's hits bear a star; . = not tested or not shown. Not all compounds are listed; the hit share may differ from the screen's.
SMILES,NOD2-RIPK2 inh,Granule exo inh,ABCB6 inh 2,TLR9-MyD88 block,aDG glyco act,MC4R barr agon,MC4R antagonist,Vif imaging,ABHD5-PLIN5 inh,N-glyco inh
CS(=O)(=O)Nc1ccc(S(=O)(=O)NCCc2ccccc2)cc1,-7,0,93,3,-0.1,-0.1,4,2,8,-2
O=C1C=C(N2CCN(c3ccccn3)CC2)C(=O)c2c(O)ccc(O)c21,-4,-5,120,2,-0.2,-0.8,-12,-10,-5,-5
O=C(O)C1CC=C(Cl)CC1C(=O)NCc1ccccc1 (configuration not stated),-7,2,87,1,-0.2,-0.6,-1,13,-2,2
COc1cc(C)c(CN2CCCCC2CO)cc1C (configuration not stated),8,5,94,-8,0.1,-0.1,13,-5,7,4
Cc1ccccc1NC(=O)NC1(C(=O)N2CCN(C)CC2)CCCCC1,2,-10,99,-7,-0.1,-0.6,2,-2,4,0
O=C(OCc1nnc(-c2ccccc2)o1)c1ccc(Cl)cc1,-7,7,103,-10,0.3,0.7,14,2,-1,1
CCOC(=O)c1c(NC(=S)N2CCN(C)CC2)sc2c1CCN(C(=O)OCC)C2,8,27,102,-5,-0.3,3.9,25,-5,3,24
COc1ccc(/C(C)=N/N=C2/NC(=O)CC(C(=O)O)S2)cc1 (configuration not stated),-8,0,89,-52,-0.2,0.6,7,.,8,-1
CN(C)c1ccc(-c2nnc(SCC3CCCO3)n2C)cc1 (configuration not stated),-4,-4,94,11,1.2,-3.2,0,5,0,-1
COc1ccccc1N1CCN(/N=C\c2ccc(C)o2)CC1,6,8,94,11,-0.1,-0.2,-2,6,4,1
NC(=S)NN=Cc1nccc2c(N)cccc12,-6,-4,97,2,1.3,-2.2,-15,24,-27,-12
COc1ccccc1Cn1c(=O)c2ccccc2n2c(SCc3csc(C)n3)nnc12,5,-2,94,2,0.1,-1.1,1,-3,0,5
COc1ccc2c(c1)Sc1ccccc1N2CCN(C)C,1,0,107,4,0.0,-0.7,-7,7,8,-1
C#CC[N+]1(CC#Cc2ccc(C#CC[N+]3(CC#C)CCOCC3)cc2)CCOCC1,-3,1,94,4,1.3,1.2,-2,-1,12,0
COc1ccccc1CCNC(=O)C(=O)NCC1OCCN1S(=O)(=O)c1cc(F)ccc1F (configuration not stated),-5,2,97,2,0.1,-0.6,0,-2,3,0
CCc1ccc(N=C2NC(=O)CS2)cc1,-2,-12,99,-10,-0.1,-2.9,6,-4,-3,0
CCCOc1ccc2cc(-c3ccccn3)c(=O)oc2c1,-2,1,90,2,0.1,-1.5,-5,13,-5,-21
CC(CCc1ccccc1)NC(=O)CN1CCN(c2ccc(O)cc2)CC1 (configuration not stated),-2,2,98,-5,1.0,-0.9,1,0,16,-4
COc1cc(CN2CCN(Cc3cccc(OC)c3OC)CC2)cc(OC)c1,10,-6,104,-12,0.1,-0.8,4,-2,2,-2
Cc1ccc(NC(=O)C2=CCN(S(=O)(=O)c3ccc(F)cc3)CC2)c(C)c1,5,7,103,-9,0.1,-1.1,0,1,-1,1
Cc1ccc(C#CC[N+]2(C)CCCCC2)cc1,-7,0,101,.,0.1,1.7,12,2,3,0
COc1ccc(NC(=O)Nc2ccc3c(c2)CCC3)cc1,-3,-1,103,-6,-0.4,1.5,-1,2,-4,0
CC(=O)c1cccc(OCc2cc(C(=O)N3C[C@@H](C)O[C@@H](C)C3)no2)c1,-1,-12,96,1,7.1,0.1,1,1,8,2
COC(=O)[C@@]12CCCCN1[C@H](c1ccc(-c3ccc(F)cc3)c(OC)c1)[C@@H]1C(=O)N(C)C(=O)[C@@H]12,-10,9,95,-4,0.1,0.5,4,16,-12,-3
COc1cc(Cl)ccc1OCc1cc(C(=O)N2C[C@H]3CC[C@H]2C3)no1,1,6,99,0,0.1,-1.4,5,-7,-11,0
O=C(NCCc1nccs1)C1CCC(=O)N(Cc2cccc(C(F)(F)F)c2)C1 (configuration not stated),-16,2,97,-7,-0.2,-0.2,1,16,3,-1
O=C(Cn1nc(Cc2cccnc2)c2ccccc2c1=O)NCc1ccc2c(c1)OCO2,-2,-1,103,-13,-0.3,0.2,3,.,4,-3
O=C(Cn1cnc2ccccc21)Nc1ccc(SC(F)F)cc1,3,-7,96,-1,10*,-1.5,7,-27,-7,3
CCCOc1ccc(N2C(=O)CC(N3CCCC(C(=O)N4CCCC4)C3)C2=O)cc1 (configuration not stated),2,0,.,-11,1.5,-2.0,-2,9,4,0
O=C(CSc1nnnn1C1CC1)N1CCN(c2ccc(O)cc2)CC1,1,3,101,-3,-0.1,-3.8,-2,-3,3,3
CCCCCNCc1cccn1C,-5,-2,106,3,-0.1,1.0,4,-1,-3,2
COc1ccc(CC(=O)c2ccc(O)cc2O)cc1,2,-4,99,8,-0.5,-0.5,-9,0,-4,0
COc1ccccc1C(=O)NC(CCSC)C(=O)NCc1ccncc1 (configuration not stated),-3,1,88,4,0.2,0.7,-1,23,5,3
Cc1nc(NCCc2ccccc2F)c(C#N)c(C)c1[N+](=O)[O-],-1,0,106,4,-0.1,0.3,4,2,-6,-1
Cc1cc(C)n2nc(SC3CCCCN(C(=O)c4ccc(F)cc4)C3=O)nc2n1 (configuration not stated),2,-2,103,-6,0.3,1.2,13,12,-4,1
CC1(C)Cc2c(sc(NC(=O)c3ccc4ncsc4c3)c2C(N)=O)C(C)(C)N1,8,18,91,-1,1.5,-3.3,-8,2,6,-7

# Five compounds out of the list above, sorted by the value under MC4R antagonist, low to high:
SMILES,NOD2-RIPK2 inh,Granule exo inh,ABCB6 inh 2,TLR9-MyD88 block,aDG glyco act,MC4R barr agon,MC4R antagonist,Vif imaging,ABHD5-PLIN5 inh,N-glyco inh
CC1(C)Cc2c(sc(NC(=O)c3ccc4ncsc4c3)c2C(N)=O)C(C)(C)N1,8,18,91,-1,1.5,-3.3,-8,2,6,-7
CCCOc1ccc(N2C(=O)CC(N3CCCC(C(=O)N4CCCC4)C3)C2=O)cc1 (configuration not stated),2,0,.,-11,1.5,-2.0,-2,9,4,0
O=C(NCCc1nccs1)C1CCC(=O)N(Cc2cccc(C(F)(F)F)c2)C1 (configuration not stated),-16,2,97,-7,-0.2,-0.2,1,16,3,-1
COc1cc(Cl)ccc1OCc1cc(C(=O)N2C[C@H]3CC[C@H]2C3)no1,1,6,99,0,0.1,-1.4,5,-7,-11,0
O=C(Cn1cnc2ccccc21)Nc1ccc(SC(F)F)cc1,3,-7,96,-1,10*,-1.5,7,-27,-7,3

# aDG glyco act: entries above that show a hit.
SMILES,NOD2-RIPK2 inh,Granule exo inh,ABCB6 inh 2,TLR9-MyD88 block,aDG glyco act,MC4R barr agon,MC4R antagonist,Vif imaging,ABHD5-PLIN5 inh,N-glyco inh
O=C(Cn1cnc2ccccc21)Nc1ccc(SC(F)F)cc1,3,-7,96,-1,10*,-1.5,7,-27,-7,3

# Next part.
SMILES,NOD2-RIPK2 inh,Granule exo inh,ABCB6 inh 2,TLR9-MyD88 block,aDG glyco act,MC4R barr agon,MC4R antagonist,Vif imaging,ABHD5-PLIN5 inh,N-glyco inh
CCCN(C(=O)CSc1nc2cc(S(=O)(=O)N(CC)CC)ccc2o1)C1CCS(=O)(=O)C1 (configuration not stated),-6,6,96,9,0.0,-2.8,-6,27,-7,2
CCOc1cc(C2C(C(=O)c3ccc(C)cc3)=C(C(=O)OC)Nc3nnnn32)ccc1O (configuration not stated),-4,3,121,-4,0.5,-1.5,3,-13,0,0
O=c1ccc2cc(S(=O)(=O)Nc3ccccc3F)ccc2o1,-12,-2,113,-7,0.0,-0.4,12,-6,-2,-10
CCc1ccc(NC(=O)CCCOc2cc(=O)n(C)c3ccccc23)cc1,-7,5,98,.,-0.1,-1.3,2,33,2,17
Cc1nc2ccc(Cl)cc2[nH]1,-3,6,97,-1,-0.1,-0.8,6,8,-10,1
Nc1ccccc1SC1CC(=O)N(Cc2ccccc2)C1=O (configuration not stated),1,4,92,-4,0.1,-2.0,-5,-1,0,-2
COc1cc(OC)cc(C(=O)Nc2ccc(S(=O)(=O)Nc3cnc4ccccc4n3)cc2)c1,-7,-4,98,.,0.2,0.6,2,-7,-11,1
CCC(C)NC(=O)Nc1ccccc1C (configuration not stated),-4,1,102,-11,-0.2,1.3,4,-19,1,0
Cc1ccc(C(O)P(=O)(OC(C)C)c2ccc(N(C)C)cc2)cc1 (configuration not stated),-8,-1,100,.,0.0,1.1,11,-3,-4,-1
CN(CC(=O)Nc1ccccc1Cl)C(=O)CN1C(=O)NC(c2ccccc2)(c2ccccc2)C1=O,-1,4,93,0,0.0,-1.2,-1,23,5,1
CC(NC(=O)c1cc2cc(Br)ccc2oc1=N)c1ccccc1 (configuration not stated),-9,1,98,5,-0.1,-3.7,0,-3,-1,12
CCCCCc1c(-c2ccc(OC)cc2)ncn1CCc1ccccc1OC,4,68*,114,.,1.0,.,.,.,0,.
CN1C(=O)N(CC(=O)N2CCN(S(=O)(=O)Cc3ccccc3)CC2)C(=O)C12CCCCC2,-2,1,101,4,0.0,1.9,5,4,-5,0
CC[C@H](C)[C@H]1CNC(=S)N1CC1CCN(CCCCc2ccccc2)CC1,-5,-3,104,-2,0.2,0.4,11,.,-3,-2
O=C1CCCC/C=C\C[C@H](CC(=O)N(CCO)Cc2ccccc2)C(=O)N[C@@H](Cc2ccccc2)CO1,-8,-4,96,0,0.2,-2.2,6,-3,-4,-1
Brc1cccc(-c2nc3ccc(Br)cn3c2Cc2ccccc2)c1,1,0,103,.,0.3,.,.,.,-10,0

# Screens (PubChem)
